Screening data: PubChem BioAssay, several laboratories
FadD28 FP inh: inhibitors of FadD28 bisubstrate probe binding, primary screen, biochemical, fluorescence polarization, single point | Mycobacterium tuberculosis FadD28 fatty-acid-AMP ligase | inhibition, % at 12.5 µM | hit rate 0.22% among 360,000 | AID 588549, 2011; in the data active means inhibition above about 8.5%, passing the limit was not always enough; inconclusive means no clear call, values can overlap the other calls
BoNT-F LC inh: BoNT/F light chain protease inhibitors, primary screen, biochemical, flow cytometry, MLPCN library | Botulinum neurotoxin type F light chain protease (Clostridium botulinum) | Multiplex microsphere protease cleavage assay | inhibition, % at 10 µM | hit rate 0.22% among 360,000 | AID 588497, 2011; in the data active means inhibition above about 35%, passing the limit was not always enough; inconclusive means no clear call, values can overlap the other calls; further: plate controls were buffer without enzyme for full effect and enzyme alone for no effect
CCHF vOTU inh: CCHFV vOTU protease inhibitors, primary screen, biochemical, Pep-AMC substrate, fluorescence; Crimean-Congo hemorrhagic fever virus L polyprotein viral ovarian tumor (vOTU) protease …; inhibition, % at 11.5 µM; hit rate 0.55% among 370,000; AID 651958, 2012; further: 0% = vehicle wells with enzyme and 100% = no enzyme wells
PrPC surface inh: inhibitors of human cell surface prion protein PrPC, primary screen, cell-based, TR-FRET; Major prion protein (Homo sapiens), P04156; TR-FRET read-out; inhibition, % at 13.8 µM; hit rate 0.43% among 370,000; AID 720596, 2013; in the data active means inhibition above about 24%; further: 0% = median of the test wells and 100% = reference compound wells
Mtb FBA inh: Mtb FBA enzyme inhibitors, primary screen, biochemical, fluorescence, strain H37Rv. Fructose-bisphosphate aldolase (Mycobacterium tuberculosis (strain ATCC 25618 / H37Rv)), …. purified M. tuberculosis FBA, fluorescence read-out. inhibition, % at 1 µM. hit rate 2.3% among 360,000. AID 588726, 2011; in the data active means inhibition above about 27%;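 further: 0% = vehicle and 100% = reference inhibitor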
Target sequence (P9WQA3 whole entry, looked up): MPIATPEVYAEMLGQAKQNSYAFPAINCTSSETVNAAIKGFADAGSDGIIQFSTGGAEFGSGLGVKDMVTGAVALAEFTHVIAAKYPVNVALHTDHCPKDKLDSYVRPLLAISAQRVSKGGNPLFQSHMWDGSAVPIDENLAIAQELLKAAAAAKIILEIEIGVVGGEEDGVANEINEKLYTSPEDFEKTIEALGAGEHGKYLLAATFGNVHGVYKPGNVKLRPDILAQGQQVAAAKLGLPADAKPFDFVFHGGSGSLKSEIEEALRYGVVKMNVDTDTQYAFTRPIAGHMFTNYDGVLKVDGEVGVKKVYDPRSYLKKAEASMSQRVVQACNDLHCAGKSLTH
GDH-TPI inh: GDH-TPI coupling enzyme inhibitors, primary screen, artefact control for M. tuberculosis FBA inhibitor project, biochemical, absorbance, full deck | GDH-TPI coupled enzyme counterscreen, NADH absorbance | inhibition, % at 4.8 µM | hit rate 1.2% among 360,000 | AID 588335, 2011;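 further: 0% = DMSO wells and 100% = wells lacking the enzyme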
BioA inh: M. tuberculosis BioA enzyme inhibitors, primary screen, biochemical, plate reader, single point, HTS. AID 602481, 2012. inhibition, % at 9.99 µM. hit rate 0.096% among 360,000. 7,8-diaminopelargonic acid synthase BioA (Mycobacterium tuberculosis). purified M. tuberculosis BioA enzyme; in the data active means inhibition above about 40%; inconclusive means no clear call, values can overlap the other calls
BoNT-A LC inh2: BoNT/A light chain protease inhibitors, primary screen, biochemical, flow cytometry, MLPCN library | Botulinum neurotoxin type A light chain protease (Clostridium botulinum A str. ATCC 3502) | multiplex microsphere protease substrate cleavage | inhibition, % at 10 µM | hit rate 0.17% among 360,000; in the data active means inhibition above about 30%; inconclusive means no clear call, values can overlap the other calls; further: plate controls were buffer without enzyme for full effect and enzyme alone for no effect
Mtb UGM inh: M. tuberculosis UGM enzyme inhibitors, primary screen, biochemical, fluorescence polarization, single point; purified UGM, fluorescence polarization probe displacement; UDP-galactopyranose mutase (Mycobacterium tuberculosis (strain ATCC 25618 / H37Rv)), …; inhibition, % at 10 µM; hit rate 0.06% among 320,000; in the data active means inhibition above about 10%, passing the limit was not always enough; inconclusive means no clear call, values can overlap the other calls
Target sequence (P9WIQ1 whole entry, looked up): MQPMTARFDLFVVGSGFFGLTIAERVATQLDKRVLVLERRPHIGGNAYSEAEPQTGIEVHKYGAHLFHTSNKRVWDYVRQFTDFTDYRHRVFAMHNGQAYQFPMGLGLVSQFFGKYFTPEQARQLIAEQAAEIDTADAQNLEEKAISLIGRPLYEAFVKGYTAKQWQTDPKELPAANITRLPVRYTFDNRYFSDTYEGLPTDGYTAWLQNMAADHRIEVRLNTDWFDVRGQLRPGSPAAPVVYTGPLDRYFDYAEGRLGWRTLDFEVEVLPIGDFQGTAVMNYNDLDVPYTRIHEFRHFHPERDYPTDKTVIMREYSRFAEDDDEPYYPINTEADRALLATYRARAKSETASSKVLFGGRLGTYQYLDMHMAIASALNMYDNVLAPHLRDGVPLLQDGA
* hit, by the source's call; ? = inconclusive; / = not tested or not shown; & = joins results of further samples. Unless noted, no stated cut-off is given here; in the data, active means inhibition above about 30%; inactive means the rest.

SMILES	FadD28 FP inh	BoNT-F LC inh	CCHF vOTU inh	PrPC surface inh	Mtb FBA inh	GDH-TPI inh	BioA inh	BoNT-A LC inh2	Mtb UGM inh
O=C(O)c1ccc(S(=O)(=O)NC2CCCCCC2)cc1	-1.4	2	9	-2	0	5	-1.3	1.9	0.2
NC(=O)COc1ccc(C(=O)NCC2(N3CCOCC3)CCCCC2)cc1	-0.8	-11	12	-1	0	3	-0.6	-2.1	1.0
COc1ccc(C(CNC(=O)c2ccc(Cl)c(S(=O)(=O)N3CCCC3)c2)N2CCCC2)cc1 (configuration not stated)	-1.2	26	12	5	1	6	-1.8	-9.6	3.6
CCOc1cccc(C=NNc2ccc(S(=O)(=O)Nc3ccccc3C(=O)O)cc2[N+](=O)[O-])c1O	17*	13	18	-2	-4	16	3.3	-0.2	-3.8
CCCCn1c(=O)[nH]c(=O)c2c1nc(-c1ccc(C#N)cc1)n2C1CCCC1	-1.2	-19	-53	-5	166*	7	-1.9	1.3	2.7
COc1ccccc1CC(=O)Nc1cc(OC)c(NC(=O)c2ccccc2)cc1OC	0.8	/	-3	-2	-1	9	-1.2	/	0.1
O=C(Nc1cc2c(cc1Br)OCCO2)c1ccc(=O)[nH]c1	-1.0	-2	-6	4	2	-15	-0.2	-0.2	0.8
CC1(C)Cc2c(cnn2-c2ccccc2)-c2c1c1ccccc1n2CC(O)CBr (configuration not stated)	-3.2	2	16	3	31*	0	/	-0.2	0.4
Cc1nc(C(=O)N/N=C/c2[nH]ncc2Br)cs1	-0.7	2	2	-2	1	2	/	0.3	1.3
Cn1c(=O)c(=O)n(C)c2cc(N3CCOCC3)c(NS(=O)(=O)c3ccc([N+](=O)[O-])cc3)cc21	-3.4	1	12	-28	0	4	0.4	1.8	0.0
COC(=O)C1=CN(CCCN2CCCC2=O)C=C(C(=O)OC)C1c1ccccc1C(F)(F)F	1.1	2	-181	-11	123*	22	3.4	-0.5	-1.0
O=C(O)CCS(=O)(=O)c1ccccc1Cl	0.2	-2	-4	4	-4	1	-1.6	-0.3	0.0
O=C(Cn1cnc2c(OCc3ccccc3)ncnc21)NCc1nc2ccccc2[nH]1	-0.3	-3	-10	-3	-2	12	-0.9	-0.1	4.3
COC(=O)c1ccc2nc(-c3ccccc3)c(Cc3ccsc3)n2c1	-6.5	-10	-6	-2	16	/	2.3	1.1	/
COc1cc(OC)c(/C=N/NC(=O)c2ccncc2)cc1Br	-8.1	-4	12	2	0	23	/	-0.8	0.1
O=C(/C=C/c1ccc(F)cc1)NNC(=O)CCN1CCN(Cc2ccccc2)CC1	-2.1	-4	-4	-12	1	5	/	-0.3	3.3
O=[N+]([O-])c1ccc2c(c1)C(c1ccccc1)=NCCN2	-4.8	-14	7	-13	-2	-1	-0.8	-1.1	2.8
CCOC(=O)C1(Cc2ccc(Cl)cc2)CCN(C(=O)CCc2ccncc2)CC1	-2.1	-5	-4	20	-2	5	/	-0.8	0.7
CCN(C(=O)COc1ccccc1C(=O)NCc1ccccc1)C1CCS(=O)(=O)C1 (configuration not stated)	-1.2	4	10	-2	2	6	0.1	0.8	-2.2
CC1(C(=O)Nc2nccs2)CCN1C(=O)C1(c2ccccc2)CC1 (configuration not stated)	-2.3	4	-14	2	2	-4	0.2	0.1	/
CC1CC(C)(C)NC(=S)N1CCCC(=O)N1CCN(c2ccc(F)cc2)CC1 (configuration not stated)	1.5	2	6	1	0	14	0.3	0.5	2.4
O=C(NCCN1CCOCC1)c1cnn2c(-c3ccccc3)cc(-c3ccccc3)nc12	-6.5	0	0	-35	20	14	/	1.1	1.8
Cc1ccc(-c2cc(Cc3ccccn3)c(=O)[nH]n2)cc1	-1.0	4	4	7	2	3	0.3	-4.4	-0.7
O=Nc1c(-c2ccccc2)[nH]n(-c2ccccc2)c1=O	2.0	-29	-2	-6	-1	16	-1.9	-0.4	0.1
CCOc1cc(CNc2ccc(N3CCCCC3)cc2)cc(Br)c1OCC(=O)NC(C)(C)C	-2.9	-27	16	-4	-3	2	3.0	-3.1	1.4
COc1ccc(N(C2CSC2)S(=O)(=O)c2ccccc2)cc1	-1.4	-4	23	-6	-2	4	0.4	-0.6	3.8
COc1ccc(C(=O)NCC(=O)Nc2ccccc2)cc1OC	-2.9	-13	7	-4	-1	-7	-0.3	0.4	0.8
CCCOc1cccc(C2/C(=C(/O)c3ccc(OC)cc3)C(=O)C(=O)N2CCN(C)C)c1 (configuration not stated)	-1.6	-1	22	-5	1	12	-0.1	0.7	0.1
CCN(C(=O)COC(=O)[C@H](C)N=C1NS(=O)(=O)c2ccccc21)C1CCS(=O)(=O)C1 (some centres not stated)	-1.9	-2	4	-7	-1	2	-0.1	-2.7	/
Cc1ccc2c(c1)N(CCC(=O)NCc1ccc3c(c1)OCO3)C(=O)CO2	0.7	1	2	-7	1	9	-5.3	-0.4	2.2
O=[N+]([O-])c1cccc(-c2noc3c2-c2nc(Cc4cccc5ccccc45)sc2CC3)c1	-0.4	-5	-1	-3	0	4	-1.4	1.0	-1.3
COCCNC(=O)c1nn2c(C(F)(F)F)cc(-c3ccccc3)nc2c1Cl	-3.4	?	-6	4	4	-5	-1.5	4.4	-1.5
Cc1ccc(N/N=C(\C#N)C(=N)N2CCOCC2)cc1	-0.3	-5	-5	-5	-6	19	/	0.2	-2.2
COc1ccc(-c2nc3cnccn3c2NC2CCCCC2)cc1-c1cccc(Cl)c1	-5.3	1&-7	-8	12	24	10	-2.2	-0.3&0.9	3.1
N#Cc1ccc(CN(Nc2ccccc2)c2ccccc2)cc1	-0.6	-7	20	11	3	6	-1.5	-0.1	/
Cc1cccc(NC(=O)C2CC2c2ccccc2)c1C (configuration not stated)	-3.2	?	-10	2	-1	1	-0.2	1.7	0.2
COC(=O)c1sc2nc(C)nc(SCC(=O)N3CCC(C(=O)O)CC3)c2c1C	-1.0	-1	5	2	4	0	/	-0.6	1.5
COc1ccc(-c2cc(C(F)(F)F)nc(-n3cc(Br)cn3)n2)cc1	-3.5	5	-10	-7	5	28	0.0	-0.6	-1.8
Cc1ccccc1N1CCN(C(=S)c2ccccc2)CC1	0.7	-12	-3	-2	0	6	/	-0.4	0.1
Cc1ccc(-c2cnc(C(O)c3ccc(C)cc3)[nH]2)cc1 (configuration not stated)	-0.6	-4	-1	8	2	0	-0.1	-0.7	/
COc1ccc([C@@H]2[C@@H]3C(=O)N(C(C)(C)C)C(=O)[C@@H]3[C@]3(CC(C)C)C(=O)N(c4cccc(F)c4)C(=O)N23)cc1	-2.6	1	-1	2	1	-1	1.6	0.1	-3.0
COc1cc(OC)c(N(C)S(=O)(=O)c2cccc(C(=O)Nc3nc(C)cs3)c2)cc1Cl	-4.8	-2	7	-3	-3	-5	-1.3	-0.2	/
Cc1cccc(C)c1NC(=O)CN1C(=O)CCSc2ccc(S(=O)(=O)N3CCCC3)cc21	-3.8	4	5	3	-1	-3	-1.8	0.1	2.3
O=C1NC(=S)N/C1=C/C=C/c1ccccc1	-0.5	1	-10	0	1	24	-1.7	0.0	-0.7
CC(NC(=O)Cc1cccs1)C(c1cccs1)N1CCOCC1 (configuration not stated)	0.6	-9	-8	10	2	13	-3.2	0.5	2.1
CCc1ccc(N2NC(=O)/C(=C/C=C/c3ccco3)C2=O)cc1	-0.2	-6	17	-7	-3	7	/	-0.6	-0.5
CC1CN(c2ccc([N+](=O)[O-])nc2)CC(C)O1 (configuration not stated)	-4.0	-1	14	-27	-2	-8	/	-0.6	-3.1
COC(OC)C(C)NC(=O)NC(=O)c1ccccc1Cl (configuration not stated)	-3.3	-1	6	3	2	-3	/	0.4	-0.1
CN=C(C)/C(C(=O)OC)=C(/O)c1ccccc1F	-3.3	?	-14	7	-6	-5	/	-5.8	4.3
O=C(CCNS(=O)(=O)c1ccccc1)NNC(=O)C1COc2ccccc2O1 (configuration not stated)	-0.8	-14	-9	-8	-1	-2	0.0	-6.6	1.0
NC(=O)CCN1CCN(Cc2cn[nH]c2-c2cccc3ccccc23)CC1	-1.3	0	9	-6	-2	12	/	-0.8	-1.6
O=C(COC(=O)CC1CCCC1)Nc1cc2c(cc1Cl)C(=O)c1ccccc1C2=O	-1.5	-9	15	-11	-4	8	-0.5	1.7	0.7
CN1CCN(C(=O)CCN2C(=O)/C(=C\c3ccc(Cl)cc3Cl)SC2=S)CC1	-3.1	?	-7	2	0	27	-0.6	11	1.1
Cc1nn(-c2ccncc2)c2c1C(=O)CC(C)(C)C2Br (configuration not stated)	-2.2	-3	1	2	-4	4	0.6	-0.6	/
Cc1ccc2[nH]c3c(=O)n(CCN4CCNCC4)cnc3c2c1	-0.9	2	-7	-9	12	-5	-1.6	0.1	6.4
O=C(CN1C(=O)S/C(=C\c2ccccc2Cl)C1=O)NC1C=CS(=O)(=O)C1 (configuration not stated)	1.3	4	2	-2	2	35*	-1.4	1.7	-0.4
CCN(CC)S(=O)(=O)c1cccc(NC(=O)c2ccc(S(=O)(=O)N3CCCC3)cc2)c1	-0.4	-4	6	1	2	12	-4.7	0.9	/
O=C(OCC(=O)N1CCc2ccccc21)c1ccc(Br)o1	-0.8	7	7	0	-3	14	6.9	1.7	-0.8
Cc1ccc(NC(=O)CN2CCN(CCN=CC3=C(O)CC(C)(C)CC3=O)CC2)cc1	-0.5	-9	1	-3	-1	-6	/	0.4	1.8
CC(=O)Nc1cccc(NC(=O)CSc2nnc(Cc3cccn3C)n2-c2ccc(F)cc2)c1	0.1	2	7	1	8	2	-0.2	2.5	-2.1
Next section.
SMILES	FadD28 FP inh	BoNT-F LC inh	CCHF vOTU inh	PrPC surface inh	Mtb FBA inh	GDH-TPI inh	BioA inh	BoNT-A LC inh2	Mtb UGM inh
CCC(C)(C)NC(=O)C(c1ccc(OC)cc1)N(CCOC)C(=O)CCC(=O)Nc1nccs1 (configuration not stated)	-3.7	3	-5	-2	1	-7	/	-0.1	-0.4
COc1ccc(N2CCN(C(=O)COC(=O)[C@@H](NC(=O)c3ccccc3Cl)C(C)C)CC2)cc1	-4.6	7	-1	-2	1	6	-1.9	-0.1	/
CSCCC(NC(=O)c1ccccc1)C(=O)N1CCN(Cc2ccc(Cl)cc2)CC1 (configuration not stated)	-3.6	19	5	8	-3	-6	0.6	2.2	/
O=C(NNC(=S)Nc1ccc(Cl)cc1)c1cccs1	-1.7	5	8	-5	6	9	/	-0.9	1.5
C/C(=C\C=C\c1ccccc1)C(=O)c1c(C)cc(C)[nH]c1=O	0.1	2	16	2	-2	47*	/	1.5	3.1
COc1ccccc1NC(=S)NN=C(C)c1ccccn1	-2.7	13	-1	21	5	19	/	4.1	/

In the list so far, 2 contain an aryl thioether with sulfur outside any ring.
SMILES	FadD28 FP inh	BoNT-F LC inh	CCHF vOTU inh	PrPC surface inh	Mtb FBA inh	GDH-TPI inh	BioA inh	BoNT-A LC inh2	Mtb UGM inh
COC(=O)c1sc2nc(C)nc(SCC(=O)N3CCC(C(=O)O)CC3)c2c1C	-1.0	-1	5	2	4	0	/	-0.6	1.5
CC(=O)Nc1cccc(NC(=O)CSc2nnc(Cc3cccn3C)n2-c2ccc(F)cc2)c1	0.1	2	7	1	8	2	-0.2	2.5	-2.1
